Assay outcomes: PubChem BioAssay, National Center for Advancing Translational Sciences (NCATS)
15-hLO-2 inh = inhibitors of human 15-lipoxygenase 2 (ALOX15B) | O15296 | purified 15hLO-2, xylenol orange hydroperoxide absorbance | Potency, µM (series often up to 57.1 µM), for inactives: top-dose activity change, negative = inhibition, usual class: inhibitors | 0.56% of 110,000 active | AID 881; note: potency is the fitted concentration of half-maximal effect; nearly all actives have a fitted effect of over 60% in size; many of its hits are not listed in these tables
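Read-out: hydroperoxide product oxidises ferrous iron, measured as xylenol orange complex via the 573-to-405 nm absorbance ratio after 30 min. Reaction: 50 nM enzyme, 15 min compound preincubation, 45 uM arachidonic acid, 90 min RT, Hepes pH 7.5 with Triton X-100.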
ALOX12 inhib = 12-hLO (ALOX12) enzyme inhibition; AID 1452; P18054; Potency, µM (titrated, usually from 57.1 µM), for inactives: at the top dose activity change, negative = inhibition, actives largely listed as inhibitors; 0.12% of 150,000 active; purified 12-hLO, xylenol orange hydroperoxide absorbance; note: potency is the fitted concentration of half-maximal effect; nearly all actives have a fitted effect of over 55% in size; many of its hits are not listed in these tables
Target sequence (P18054 whole entry, looked up): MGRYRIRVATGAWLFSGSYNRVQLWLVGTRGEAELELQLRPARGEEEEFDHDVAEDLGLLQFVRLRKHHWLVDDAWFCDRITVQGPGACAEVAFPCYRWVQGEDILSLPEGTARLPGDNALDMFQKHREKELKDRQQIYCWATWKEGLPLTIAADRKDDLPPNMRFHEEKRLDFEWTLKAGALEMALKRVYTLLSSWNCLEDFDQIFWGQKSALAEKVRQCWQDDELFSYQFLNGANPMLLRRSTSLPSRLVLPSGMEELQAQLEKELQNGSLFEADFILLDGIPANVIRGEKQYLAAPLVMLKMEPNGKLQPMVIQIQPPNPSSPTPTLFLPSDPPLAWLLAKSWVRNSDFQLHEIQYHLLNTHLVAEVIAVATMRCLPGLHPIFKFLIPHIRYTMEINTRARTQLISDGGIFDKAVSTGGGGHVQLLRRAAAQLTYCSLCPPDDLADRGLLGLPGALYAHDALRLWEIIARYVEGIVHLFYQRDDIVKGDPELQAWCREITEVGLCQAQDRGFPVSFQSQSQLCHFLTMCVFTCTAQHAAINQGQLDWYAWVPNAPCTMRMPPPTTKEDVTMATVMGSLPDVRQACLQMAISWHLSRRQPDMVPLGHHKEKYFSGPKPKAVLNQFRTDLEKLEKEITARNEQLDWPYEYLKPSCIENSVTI
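Xylenol orange chromogenic assay: hydroperoxide from 12hLO oxidises Fe(II), giving red-shifted Fe(III)-XO absorbance. Conditions: 150 nM enzyme, 40 uM arachidonic acid, 25 mM Hepes pH 7.0, 0.01% Triton X-100, 30 min, room temperature.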
PNC assembly inh = inhibitors of perinucleolar compartment assembly | PC3M PTB-GFP, PNC prevalence imaging, 16 h; hits give low values | activity change (PNC), negative = inhibition, % at 10 µM | 3.1% of 140,000 active;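 active = readout at or below -70, meaning at least 70% loss of cells showing the perinucleolar compartment, a nuclear body marking cancer cells; inconclusive = readout between -30 and a set limit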;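 note: plate controls were DMSO wells for no effect and camptothecin positive control wells for full effect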
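PC3M cells stably expressing PTB-GFP, 750–1000 cells/well, treated 16 h at 37 °C with compound (23 nl of library stock), in duplicate. After paraformaldehyde fixation and Hoechst stain, imaged at 20x; PNC prevalence scored by image analysis.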
IMPase inh = IMPase inhibition in cells; 120,000 tested, under 10 active; P97697; CHO-M1 cells, IP1 accumulation, HTRF TR-FRET ratio; inhibition (IP1 accumulation), % at 46.1 µM; active = well fitted curve in the direction sought with a large enough effect in the signal ratio, not every such curve was filed as active; inconclusive = small, poorly fitted or top-dose-only effect, or a change in a side signal; inactive = no such curve, though single readings can be large or run the other way; the % refers to the signal ratio;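 note: cells stimulated with carbachol in lithium chloride buffer; plate controls were DMSO basal wells for no effect and reference inhibitor wells for full effect; higher means more IMPase inhibition seen as more IP1 and lower FRET ratio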
Target sequence (P97697 whole entry, looked up): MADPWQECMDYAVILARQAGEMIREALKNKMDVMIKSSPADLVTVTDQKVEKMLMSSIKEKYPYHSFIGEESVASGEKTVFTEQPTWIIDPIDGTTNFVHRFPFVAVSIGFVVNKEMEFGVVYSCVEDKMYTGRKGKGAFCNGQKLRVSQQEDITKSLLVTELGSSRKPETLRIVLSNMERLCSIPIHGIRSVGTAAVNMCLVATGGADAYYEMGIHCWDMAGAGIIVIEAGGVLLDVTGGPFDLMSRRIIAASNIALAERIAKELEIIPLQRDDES
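CHO-M1, 2000 cells/well, cultured 16–30 h; cpd up to 46 uM; carbachol (50 uM solution, stimulation buffer w/ 50 mM LiCl, pH 7.4), 30 min 37C; IP-One TR-FRET, 10 min RT; Ex 320/Em 665, 620; Hill-fit AC50.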
* = called active by the depositor; [ ] = another dose, or the depositor's remark. Unless noted, calls come from the whole dose curve; as a rule, active = well fitted curve in the direction sought with a large enough effect; inconclusive = small, poorly fitted or top-dose-only effect, or another doubt; inactive = no such curve, though single readings can be large; an effect the other way counts as inactive or inconclusive. Unless noted, % is set by controls: 0 for no effect and ±100 for the full control effect. These rows are one share of the data; count on the stated rates, not on these rows.

What do the screens show for `CCOC(=O)C1CCCN(c2nc3ccccc3nc2C(C#N)C(=O)OCC)C1` (stereo not given)?
15-hLO-2 inh: -18%; ALOX12 inhib: -22%; PNC assembly inh: 4; IMPase inh: -1

How did CC1CCN(C(c2ccccc2)c2nnnn2C(C)(C)C)CC1 (stereo not given) do in these assays?
15-hLO-2 inh: 9%; ALOX12 inhib: -7%; PNC assembly inh: 14; IMPase inh: 2

How did Cc1ccc(C2CC(c3cccc(Cl)c3)n3nc(N)nc3N2)cc1 (stereo not given) do in these assays?
15-hLO-2 inh: 21%; ALOX12 inhib: -1%; PNC assembly inh: -8; IMPase inh: -7

Results for COc1cc(OC)cc(-c2nc3nc(C)c(CCC(=O)NCc4ccco4)c(C)n3n2)c1 ?
15-hLO-2 inh: -1%; ALOX12 inhib: 3%; PNC assembly inh: 7; IMPase inh: 10

How did CCOP(=O)(O)c1ccccc1OCCOCCOc1ccccc1P(=O)(O)OCC do in these assays?
15-hLO-2 inh: 11%; ALOX12 inhib: 8%; PNC assembly inh: inconclusive; IMPase inh: 3

Results for CCOC(=O)c1c(NC(=O)CC2Nc3cc(C)c(C)cc3NC2=O)sc(C)c1C (stereo not given) ?
15-hLO-2 inh: 37%[activator]; ALOX12 inhib: 0%; PNC assembly inh: -21; IMPase inh: -21

How did CCc1nn(-c2cc(Oc3cccc4ccccc34)nc(-c3ccccc3)n2)c(N)c1C#N do in these assays?
15-hLO-2 inh: -2%; ALOX12 inhib: -3%; PNC assembly inh: 4; IMPase inh: 1

What do the screens show for `Cc1cccc(C)c1NC(=O)C1(N2CCN(C(=O)c3ccco3)CC2)CCCCC1`?
ALOX12 inhib: -3%; PNC assembly inh: 6

What do the screens show for `O=C(CCC1COc2ccccc2O1)Nc1ccccn1` (stereo not given)?
15-hLO-2 inh: 3%; ALOX12 inhib: -3%; PNC assembly inh: 10; IMPase inh: 10

What do the screens show for `COc1cc(Cl)c(C)cc1NC(=O)CSc1nnc(-c2cccnc2)n1Cc1ccco1`?
15-hLO-2 inh: 6%; ALOX12 inhib: -10%; PNC assembly inh: -1; IMPase inh: -4[9.22 µM]

Results for COc1ccc(CCN2C(=O)c3cccnc3C2=O)cc1OC ?
15-hLO-2 inh: 21%; ALOX12 inhib: -5%; PNC assembly inh: inconclusive; IMPase inh: 1

What do the screens show for `O=C(CSc1ccccn1)Nc1ccc2c(c1)oc1ccccc12`?
ALOX12 inhib: -1%; PNC assembly inh: 26

Results for CCOC(=O)C1CCN(C(=O)CCn2c(=O)[nH]c3ccccc3c2=O)CC1 ?
15-hLO-2 inh: -7%; ALOX12 inhib: -6%; PNC assembly inh: inconclusive; IMPase inh: 30

Results for O=C(c1ccc(Cl)c(Cl)c1)c1cnc(Nc2ccccc2)s1 ?
15-hLO-2 inh: -6%; ALOX12 inhib: -3%; PNC assembly inh: -21; IMPase inh: -10

What do the screens show for `C/C(=N\N1C(=O)c2ccccc2C1=O)c1cccc([N+](=O)[O-])c1`?
ALOX12 inhib: -1%; PNC assembly inh: inconclusive

How did CCN(CC)Cc1nc2c(c(=O)[nH]1)C1(CCCCC1)Cc1ccccc1-2 do in these assays?
15-hLO-2 inh: 32%[activator]; ALOX12 inhib: 5%; PNC assembly inh: inconclusive; IMPase inh: 11

How did Cn1c2c(c(=O)n(C)c1=O)CN(CCc1ccccc1)CN2 do in these assays?
15-hLO-2 inh: -1%; ALOX12 inhib: 5%; PNC assembly inh: 59; IMPase inh: -3

Results for O=C(OCC(=O)c1c[nH]c2ccccc12)c1cc2ccccc2cc1O ?
ALOX12 inhib: -7%; PNC assembly inh: -9

What do the screens show for `COC(=O)c1c(NC(C)=O)sc2c1CCCC2`?
15-hLO-2 inh: 10%; ALOX12 inhib: -3%; PNC assembly inh: 34; IMPase inh: 5

How did COc1cccc(C(=O)OCCN2C(=O)c3ccccc3C2=O)c1OC do in these assays?
15-hLO-2 inh: -4%; ALOX12 inhib: -3%; PNC assembly inh: 47; IMPase inh: 7

3 entries picked at random from those above:
How did CC1CCN(C(c2ccccc2)c2nnnn2C(C)(C)C)CC1 (stereo not given) do in these assays?
15-hLO-2 inh: 9%; ALOX12 inhib: -7%; PNC assembly inh: 14; IMPase inh: 2

Results for CCOC(=O)C1CCN(C(=O)CCn2c(=O)[nH]c3ccccc3c2=O)CC1 ?
15-hLO-2 inh: -7%; ALOX12 inhib: -6%; PNC assembly inh: inconclusive; IMPase inh: 30

Results for CCOC(=O)c1c(NC(=O)CC2Nc3cc(C)c(C)cc3NC2=O)sc(C)c1C (stereo not given) ?
15-hLO-2 inh: 37%[activator]; ALOX12 inhib: 0%; PNC assembly inh: -21; IMPase inh: -21

The list goes on.
What do the screens show for `O=C(c1cccs1)N1CCN(C2CCCCC2)CC1`?
15-hLO-2 inh: -8%; ALOX12 inhib: -11%; PNC assembly inh: 7; IMPase inh: 3

Results for Cc1cc(C)c(NC(=O)OCCN2CCOCC2)c(C)c1 ?
15-hLO-2 inh: 1%; ALOX12 inhib: -3%; PNC assembly inh: -5; IMPase inh: -2

What do the screens show for `COc1ccc(N2CCN(CC(=O)Nc3nnc(-c4ccccc4)s3)CC2)cc1`?
ALOX12 inhib: 7%; PNC assembly inh: 125; IMPase inh: -5

What do the screens show for `CCC(C)NCCCOc1ccc([N+](=O)[O-])cc1` (stereo not given)?
ALOX12 inhib: -1%; PNC assembly inh: -2

Results for O=C(Cl)c1cccc([N+](=O)[O-])c1 ?
15-hLO-2 inh: -9%; ALOX12 inhib: -6%

Results for O=C(CC1C(=O)N(c2ccc(Cl)cc2)C(=S)N1CCc1ccncc1)Nc1ccc(F)cc1 (stereo not given) ?
15-hLO-2 inh: -3%; ALOX12 inhib: inconclusive; PNC assembly inh: 106; IMPase inh: 3

Results for COC(=O)c1cc2oc(C)cc2n1CC(=O)Nc1ccc(OC)c(OC)c1OC ?
15-hLO-2 inh: -7%; ALOX12 inhib: 8%; PNC assembly inh: 120; IMPase inh: 3

What do the screens show for `COc1ccc(-c2cn[nH]c2N)cc1OC`?
15-hLO-2 inh: 17%; ALOX12 inhib: 2%; PNC assembly inh: -19; IMPase inh: 8

What do the screens show for `Cn1c(SCC(=O)O)nnc1C1CCCCC1`?
15-hLO-2 inh: 3%; ALOX12 inhib: -3%; PNC assembly inh: inconclusive; IMPase inh: -9

What do the screens show for `Cc1ccc(C(=O)CSc2nnc(COc3ccc(C#N)cc3)n2-c2ccccc2)cc1`?
ALOX12 inhib: -2%; PNC assembly inh: 13; IMPase inh: 11

Results for CCCS(=O)(=O)N1CCCC(C(=O)N2CCN(c3ccccc3)CC2)C1 (stereo not given) ?
15-hLO-2 inh: 4%; ALOX12 inhib: -6%; PNC assembly inh: -13; IMPase inh: -2

Results for Cc1cc(NS(=O)(=O)Cc2ccccc2)cc(C)c1OCC(=O)N1CCOCC1 ?
15-hLO-2 inh: -6%; ALOX12 inhib: 3%; PNC assembly inh: -96*; IMPase inh: 8

What do the screens show for `CCc1nc(SCC(=O)Nc2ccccc2C(=O)OC)n[nH]1`?
15-hLO-2 inh: -4%; ALOX12 inhib: 8%; PNC assembly inh: -26; IMPase inh: 13

What do the screens show for `CC(=O)Nc1ccc(NC(=O)CSc2nnc(C3CC3)n2C)cc1`?
15-hLO-2 inh: 1%; ALOX12 inhib: -3%; PNC assembly inh: inconclusive; IMPase inh: -2

How did COc1cc(C2NC(=S)NC(C)=C2C(=O)OC(C)C)ccc1OC(C)C (stereo not given) do in these assays?
ALOX12 inhib: -9%; PNC assembly inh: -23; IMPase inh: 9

How did Cc1cc(C(=O)N/N=C2\CCCC(C)C2)n[nH]1 (stereo not given) do in these assays?
15-hLO-2 inh: -1%; ALOX12 inhib: 4%; PNC assembly inh: 23; IMPase inh: 7

What do the screens show for `COc1cc(OC)cc(C(=O)NC2CCN(Cc3nnnn3Cc3cccs3)CC2)c1`?
15-hLO-2 inh: -1%; ALOX12 inhib: 5%; PNC assembly inh: -23; IMPase inh: -3

Results for Cc1ccc(-n2nc(C)c3c2OC(N)=C(C#N)C3c2ccc(C)o2)cc1 (stereo not given) ?
ALOX12 inhib: -11%; PNC assembly inh: 46; IMPase inh: 13

How did Cc1ccc(NC(=O)c2ccc(S(=O)(=O)N3CCC(C)CC3)cc2)cc1 do in these assays?
15-hLO-2 inh: -8%; ALOX12 inhib: 0%; PNC assembly inh: inconclusive; IMPase inh: 5

What do the screens show for `O=C(Nc1nccs1)c1cc(-c2ccccc2)nn1-c1ccccc1`?
ALOX12 inhib: 3%; PNC assembly inh: inconclusive

How did FC(F)(F)c1ccc(C2[C@H]3CN(CC4CCCCC4)[C@H](c4ccccc4)C34CC2(c2ccccc2)C4)cc1 (stereo not given in full) do in these assays?
15-hLO-2 inh: 35%[activator]; ALOX12 inhib: -5%

Results for Cc1ccc(CCn2c3c(c4ccccc42)CN(C)CC3)cn1 ?
15-hLO-2 inh: 15%; ALOX12 inhib: 5%; PNC assembly inh: -3; IMPase inh: 23

What do the screens show for `COc1ccc(-c2cc(=O)oc3c(C)c(O)c(CN(C)C)cc23)cc1`?
15-hLO-2 inh: 1%[2.29 µM]; ALOX12 inhib: -2%; PNC assembly inh: 37; IMPase inh: -22

What do the screens show for `CCCCCC(=O)Nc1nc(C)c(-c2csc(Nc3cc(OC)ccc3OC)n2)s1`?
15-hLO-2 inh: 17%; ALOX12 inhib: -12%; PNC assembly inh: 23; IMPase inh: 5

What do the screens show for `O=C(CSc1nnc(-c2ccc(F)cc2)n1-c1ccccc1)NCCN1C(=O)CSC1=O`?
ALOX12 inhib: -1%; PNC assembly inh: 78

What do the screens show for `Clc1ccc2c(N3CCCC3)ccnc2c1`?
15-hLO-2 inh: 8%; ALOX12 inhib: 2%; PNC assembly inh: inconclusive; IMPase inh: 5

What do the screens show for `CC(=O)NC(=S)Nc1ccc(NC(=O)COc2ccc(C(C)C)cc2)cc1`?
ALOX12 inhib: -2%; PNC assembly inh: 6

Results for CCC(=O)OCC(=O)c1c(N)n(Cc2ccccc2)c(=O)n(C)c1=O ?
15-hLO-2 inh: -12%; ALOX12 inhib: -10%; PNC assembly inh: 73; IMPase inh: 1

Results for CC12CCC3C(CC3(C)C)C(C)(CCC1=O)O2 (stereo not given) ?
15-hLO-2 inh: -1%; ALOX12 inhib: 3%

Results for C=CCOc1ccc(CNC(C)(C)C)cc1OC ?
15-hLO-2 inh: 14%; ALOX12 inhib: 0%; PNC assembly inh: -29; IMPase inh: 1

How did Cc1nnc(NC(=O)c2oc3cc(C)c(C)cc3c2C)s1 do in these assays?
15-hLO-2 inh: 4%; ALOX12 inhib: 0%; PNC assembly inh: 17; IMPase inh: 5

What do the screens show for `O=C(CN1C(=O)CCC1=O)Nc1nc(-c2nc3ccccc3s2)cs1`?
ALOX12 inhib: -3%; PNC assembly inh: inconclusive; IMPase inh: -23

Results for CC(C)=C1SC(N2CCN(Cc3ccccc3)CC2)=NC1=O ?
15-hLO-2 inh: -4%; ALOX12 inhib: -1%; PNC assembly inh: 7; IMPase inh: -7

Results for Cc1ccc(-n2nc3ccc(N)cc3n2)cc1 ?
15-hLO-2 inh: -10%; ALOX12 inhib: -12%; PNC assembly inh: -10; IMPase inh: -23

How did Cc1ccc(-c2cc(N)n3nc(-c4ccc(C)cc4)cc3n2)cc1 do in these assays?
15-hLO-2 inh: 5%; ALOX12 inhib: 0%; PNC assembly inh: 20; IMPase inh: 2

What do the screens show for `CC(C)n1c(C(=O)OCC(=O)NCc2ccc3c(c2)OCO3)cc2occc21`?
15-hLO-2 inh: -11%; ALOX12 inhib: -17%; PNC assembly inh: 23; IMPase inh: 0

Results for Cc1ccc(CNC(=O)C(=O)NCC2OCCN2S(=O)(=O)c2cccs2)cc1 (stereo not given) ?
ALOX12 inhib: -2%; PNC assembly inh: 45
